Screens as filed in PubChem.
CXXC DNA block: blocks binding of human MLL CXXC domain to DNA; MLL-CXXC / FITC-HOXA9 DNA fluorescence polarization; Potency, µM (titrated, usually from 115 µM), for inactives: at the highest dose activity change, negative = inhibition, most hits filed as inhibitors; AID 2662; Q03164; 290,000 tested, 0.037% active; active = well fitted inhibition curve with a large enough effect in the polarisation, with a control signal flat, not every such curve was filed as active; inconclusive = small, poorly fitted or top-dose-only effect, or effect the other way, or a change in a side signal; inactive = no such curve, though single readings can be large or run the other way; the % refers to the polarisation
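Steps: dispense CXXC domain solution (7 uM) → pin compounds or unlabeled HOX-A9 DNA control → 5 min ambient → add FLSN-HOX-A9 solution (50 nM) → spin → 30 min ambient → fluorescence polarization. Tris pH 7.5/NaCl/DTT/BSA buffer.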
MBNL1 CUG block: MBNL1-poly(CUG) RNA binding inhibition; Q9NR56; TR-FRET MBNL1-His/biotin-(CUG)12 binding, 665/545 ratio; Potency, µM (highest dose often 57.5 µM), inactives show top-dose activity change, negative = inhibition, hits mostly inhibitors; 280,000 tested, 0.036% active; AID 2675; active = well fitted inhibition curve with a large enough effect in the signal ratio, with a control signal flat, not every such curve was filed as active; inconclusive = small, poorly fitted or top-dose-only effect, or effect the other way, or a change in a side signal; inactive = no such curve, though single readings can be large or run the other way; the % refers to the signal ratio; note: % is set by controls: 0 for no effect and ±100 for the full control effect
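Compound titration spanned 92 nM–58 uM against the MBNL1-His/biotin-(CUG)12 complex. After 60 min at room temperature with 5 nM streptavidin-XL665 and 0.055 ng/ul terbium anti-His, ratiometric 665/545 nm emission (Ex 340 nm) normalized to controls.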
ELG1 genotoxic: genotoxicity induction in ELG1-luciferase HEK293T cells. HEK293T ELG1-luciferase reporter, luminescence, 16 h. Potency, µM (top dose mostly 46 µM), without a hit: at the top dose activity change, positive = activation, usual class: activators. 330,000 tested, 1.3% active. AID 504466; note: % of control where 0% means no effect; nearly all actives have a fitted effect of over 60% in size
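HEK293T cells expressing luciferase-tagged ELG1 were exposed to compound or DMSO vehicle for 16 hr at 37 °C and 5% CO2. Luciferase activity was then measured with ONE-Glo after 30 min at room temperature.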
uPA generation: inhibitors of cell surface uPA generation; cell surface uPA generation assay, qHTS; Potency, µM (series often up to 38.3 µM), for inactives: at the highest dose activity change, negative = inhibition, actives largely listed as inhibitors; 330,000 tested, 0.31% active; AID 540303; active = well fitted inhibition curve with a large enough effect; inconclusive = small, poorly fitted or top-dose-only effect; inactive = no such curve, though single readings can be large or run the other way; tested in mouse RAW 264.7 cells; note: % is set by controls: 0 for no effect and ±100 for the full control effect; nearly all actives have a fitted effect of over 55% in size
VP16 counter: inhibits Gal4-VP16 luciferase reporter, ROR gamma counter-screen; Drosophila S2 Gal4-VP16 UAS-luciferase, luminescence, 20 h; Potency, µM (titrated, usually from 53.6 µM), inactives show at the top dose activity, negative = inhibition, hits mostly inhibitors; 310,000 tested, 3.5% active; AID 2546;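 note: Gal4-VP16 expression switched on by copper sulfate through the metallothionein promoter; % is set by controls: 0 for no effect and ±100 for the full control effect; nearly all actives have a fitted effect of over 50% in size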
Rab9 prom act: Rab9 promoter activation. Huh7 Rab9 promoter-luciferase reporter, luminescence, 24 h. Potency, µM (highest dose often 9.22 µM), without a hit: at the highest dose activation, negative = inhibition, most hits filed as activators. 320,000 tested, 2.8% active; note: % of control where 0% means no effect; nearly all actives have a fitted effect of over 60% in size
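Luminescence from Amplite-detected luciferase (10 minutes, ambient) reports Rab9 promoter activation. Before that, stable Rab9-luciferase Huh7 cells (1500/well, reduced-serum OP-MEM I plus 10% FBS) were exposed to compound for 24 hours at 37C.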
NPC1 promoter act: activates the NPC1 promoter | Huh7 NPC1 promoter luciferase reporter, 24 h | AID 485313 | Potency, µM (titrated, usually from 9.22 µM), without a hit: top-dose activation, usual class: activators | 320,000 tested, 2.4% active;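 note: % of control where 0% means no effect; nearly all actives have a fitted effect of over 60% in size; reporter is driven by a mutant NPC1 promoter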
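Huh7 cells stably carrying NPC1 promoter–luciferase, plated in Opti-MEM with 10% FBS for 2 h, were exposed to compound in DMSO for 24 h at 37 °C; luciferase reagent was added for 10 min and luminescence read.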
RORgamma inh: inhibitors of mouse ROR gamma transcriptional activity; Drosophila S2 Gal4-RORgamma UAS-luciferase reporter, 20 h; Potency, µM (series often up to 53.6 µM), without a hit: top-dose activity change, negative = inhibition, actives largely listed as inhibitors; 310,000 tested, 5.4% active; note: % is set by controls: 0 for no effect and ±100 for the full control effect; nearly all actives have a fitted effect of over 60% in size
Target sequence (P51450 whole entry, looked up, the tested form may be a part): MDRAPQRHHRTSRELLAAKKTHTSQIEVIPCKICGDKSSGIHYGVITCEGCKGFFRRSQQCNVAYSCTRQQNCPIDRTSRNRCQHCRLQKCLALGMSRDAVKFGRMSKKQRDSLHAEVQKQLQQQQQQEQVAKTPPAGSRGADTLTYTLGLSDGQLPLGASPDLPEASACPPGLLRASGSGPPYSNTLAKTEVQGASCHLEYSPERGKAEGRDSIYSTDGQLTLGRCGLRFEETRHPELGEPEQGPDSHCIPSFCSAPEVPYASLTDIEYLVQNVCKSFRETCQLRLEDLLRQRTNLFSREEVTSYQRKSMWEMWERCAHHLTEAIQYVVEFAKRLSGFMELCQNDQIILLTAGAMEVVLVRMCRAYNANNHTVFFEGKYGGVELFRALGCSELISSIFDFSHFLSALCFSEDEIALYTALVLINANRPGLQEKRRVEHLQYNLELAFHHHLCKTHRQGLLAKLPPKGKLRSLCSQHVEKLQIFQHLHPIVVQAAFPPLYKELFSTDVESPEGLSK
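A Gal4/UAS one-hybrid system in insect cells: metallothionein-promoter Gal4–ROR gamma fusion plus Photinus luciferase reporter. Copper sulfate 700 uM final, 20 hr ambient incubation, luminescent detection after 10 min with reagent.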
FLuc counter: counter-screen for miR-21 project: firefly luciferase inhibitors or activators. P08659. purified FLuc, Km substrates, luminescence inhibition. Potency, µM (titrated, usually from 57.5 µM), without a hit: at the top dose activity change, negative = inhibition, actives largely listed as inhibitors. 360,000 tested, 6.9% active. AID 588342;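 note: plate controls were vehicle for no effect and reference inhibitor for full effect; nearly all actives have a fitted effect of over 55% in size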
Target sequence (P08659 whole entry, looked up): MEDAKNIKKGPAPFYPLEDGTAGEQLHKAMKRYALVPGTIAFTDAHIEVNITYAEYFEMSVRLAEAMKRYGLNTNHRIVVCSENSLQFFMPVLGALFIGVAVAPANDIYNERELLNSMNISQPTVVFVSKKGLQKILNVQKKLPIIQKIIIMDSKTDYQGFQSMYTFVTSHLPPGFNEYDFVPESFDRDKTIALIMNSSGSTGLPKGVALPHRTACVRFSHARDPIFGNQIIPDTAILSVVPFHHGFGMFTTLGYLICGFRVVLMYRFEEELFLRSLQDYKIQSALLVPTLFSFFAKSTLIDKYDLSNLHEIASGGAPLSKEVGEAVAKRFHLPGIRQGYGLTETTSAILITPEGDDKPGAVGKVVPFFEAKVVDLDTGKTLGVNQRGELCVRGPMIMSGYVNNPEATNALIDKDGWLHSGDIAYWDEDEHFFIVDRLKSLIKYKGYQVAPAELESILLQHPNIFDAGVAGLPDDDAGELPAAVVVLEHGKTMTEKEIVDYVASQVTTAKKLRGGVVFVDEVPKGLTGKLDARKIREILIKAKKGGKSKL
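Biochemical qHTS of compounds, final roughly 60 µM downward over six points, against 10 nM purified firefly luciferase using Km concentrations of substrates (10 uM D-luciferin, 10 uM ATP) in Tris acetate pH 7.5 buffer; luminescence output.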
BRCA1 expr up: activators of BRCA1 expression | MCF7-BRCA1-FFLuc reporter, luminescence, 48 h; response scale: scaled: vehicle 0%, 10 µM genistein 100% | Potency, µM (titrated, usually from 46.1 µM), without a hit: top-dose activation, actives largely listed as activators | 380,000 tested, 1.1% active | AID 624202; note: nearly all actives have a fitted effect of over 80% in size; some results filed as inactive show a strong effect at the top dose
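MCF7-BRCA1-FFLuc cells, 2000/well in phenol-red-free MEM, attached 2 h then treated 48 h at 37 C. Luciferase luminescence read 15 min after reagent; normalized to genistein maximum activation (10microM) and DMSO, concentration-response fitted.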
p53 reactivation: restores transcriptional activity of mutant p53. H1299 p53-A138V BP100-luciferase reporter, luminescence, 24 h. Potency, µM (highest dose often 92.2 µM), for inactives: at the top dose activity change, positive = activation, most hits filed as activators. 320,000 tested, 0.063% active. AID 504706; note: % of control where 0% means no effect; nearly all actives have a fitted effect of over 45% in size
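H1299 (p53-null), stable ts p53-A138V + BP100-Luc; 1000 cells/well, Opti-MEM/10% FBS; cpd 4 pt, 1:5; 24 h, 37 deg C, 5% CO2; detection reagent 10 min RT; luminescence.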
* marks the source's active call; other numbers are inactive results; ? = inconclusive; · = no result given; & = joins results of further samples; [ ] = remark or other dose. Unless noted, calls come from the whole dose curve; as a rule, active = well fitted curve in the direction sought with a large enough effect; inconclusive = small, poorly fitted or top-dose-only effect, or another doubt; inactive = no such curve, though single readings can be large; an effect the other way counts as inactive or inconclusive. Potency is the fitted concentration of half-maximal effect.

SMILES	CXXC DNA block	MBNL1 CUG block	ELG1 genotoxic	uPA generation	VP16 counter	Rab9 prom act	NPC1 promoter act	RORgamma inh	FLuc counter	BRCA1 expr up	p53 reactivation
Cc1ccc(Nc2c(-c3ccc(N4CCOCC4)cc3)nc3ncccn23)cc1C	13%	14%	0%	3%	-8%	-7%	-5%	-2%	-16%	-10%	4%
Cc1ccsc1/C=C1\CCC(C2CCCC2)C1=O (configuration not stated)	-1%	5%	?	-4%	-19%	3.5µM*	2.8µM*	?	2.1µM*	?	?
Cn1cnc([N+](=O)[O-])c1S(=O)(=O)c1cccc(Cl)c1	-2%	23%	?	?	5µM*	-41%[inhibitor]	-38%[inhibitor]	2.8µM*	-11%	-61%	-21%
Cc1ccc(-c2nc(S(=O)(=O)c3ccc(F)cc3)c(SCC(=O)NCC3CCCO3)o2)cc1 (configuration not stated)	3%	-4%	0%	1%	-5%	-5%	-2%	?	-1%	-6%	-8%
Cc1cc(C)cc(NC(=O)C2(c3cccs3)CCOCC2)c1	4%	-12%	1%	-2%	-5%	1%	-3%	-5%	6%&1%	-15%	-2%
CN(CC(=O)Nc1ccc(F)cc1)C(=O)COC(=O)C1=COCCO1	·	·	-6%	3%	·	-4%	1%	·	-1%	-12%	1%
CC(C(=O)Nc1cccc(C#N)c1)N(C)CCOc1ccccc1 (configuration not stated)	-7%	-3%	-4%	-1%	-3%	-14%	-3%	16%	1%	-23%	2%
O=C(CNC(=O)c1ccccc1Br)N/N=C/c1cc(Br)ccc1O	2%	24%	8%	?	5µM*	-14%	-9%	2.2µM*	-1%	-68%	?
Cc1ccc2[nH]c(=S)cc(C)c2c1	0%	83%[activator]	-3%	-1%	?	5%	-6%	16µM*	-3%	7%	-16%
O=C(O)CN1C(=O)/C(=C/c2ccc(N3CCCCC3)o2)SC1=S	?	?	0%	-23%	-1%	10%	0%	-16%	11µM*	-18%	-3%
O=C(c1ccc[nH]c1=S)N1CCN(S(=O)(=O)c2ccc(Br)cc2Cl)CC1	9%	-6%	5%	2%	-20%	4%	-2%	22µM*	-15%	-10%	-1%
COc1ccc(C(C)NC(=O)c2ccccc2)cc1 (configuration not stated)	-3%	-5%	0%	2%	-4%	-4%	0%	-2%	1%	1%	-4%
O=C(O)C[C@@H](CNC(=O)COc1ccc2ccc(=O)oc2c1)c1ccc(Cl)cc1	3%	-1%	0%	1%	3%	-5%	1%	0%	5%	-39%	2%
Cc1ccccc1NC(=O)N1CCNC(=O)C1CC(=O)Nc1cc(Cl)ccc1Cl (configuration not stated)	-1%	3%	-1%	-3%	-3%	-3%	-3%	-32%	-1%	-18%	-7%
O=C(CN1CCCc2ccccc21)NCCc1ccc(F)cc1	8%	-3%	3%	4%	-8%[10 µM]	-9%	5%	20%	-13%	-21%	-6%
COc1ccc(C(=O)c2ccc(N3CCN(C(=O)c4ccc(F)cc4)CC3)c(F)c2)cc1Br	4%	-4%	-13%	-2%	-12%	-9%	-10%	3%	5%	-26%	2%
O=C(Nc1ccc(Oc2cccnc2)cc1)c1ccccc1F	-3%	-3%	3%	-3%	-1%	2.8µM*	?	?	12µM*	4µM*	8%
CCn1c(SCC(=O)NC2CCCCC2C)nnc1-c1ccc(OC)cc1 (configuration not stated)	-16%	-18%	0%	·	-4%	-4%	3%	1%[10 µM]	-1%	-9%	-4%
CCOC(=O)C1CCN(S(=O)(=O)c2ccc3[nH]c(=O)ccc3c2)CC1	·	13%	7%	7%	-1%	-1%	-2%	-20%	5%	0%	·
Cn1nnnc1NCc1ccccc1F	-3%	1%	3%	1%	3%	0%	-4%	0.63µM*	0%	1%	4%
O=C(Nc1cccc([N+](=O)[O-])c1)c1ccc(CN2CCOCC2)cc1	15%	?	7%	-1%	?	24%	22%	?	17µM*	65%	5%
CCn1c(SCC(=O)NNC(=O)c2ccccc2)nnc1-c1ccco1	0%	-2%	2%	3%	-13%	1%	-3%	29%	-2%	-18%	-3%
C=CCOc1ccc(C(=O)Nc2ccc(OCC)cc2)cc1	1%	-10%	6%	2%	-12%	?	?	1%	-20%	76%	5%
CC(C)c1ccc(NC(=O)C(c2ccccc2)N2CCN(C=O)CC2)cc1 (configuration not stated)	-1%	-8%	-2%	-1%	0%	7%	1%	6%	?	0%	1%
CCOc1ccc(S(=O)(=O)NCCCl)cc1	1%	11%	4%	0%	-18%	-10%	0%	11%	-1%	2%	0%
O=C(NCc1cc([N+](=O)[O-])ccc1O)c1cccnc1Sc1ccccc1	?	?	-1%	6%	11µM*	-3%	2%	10µM*	17µM*	0%	6%
N#Cc1ccc(S(=O)(=O)Nc2ccc3ccccc3n2)cc1	0%	-3%	-2%	-6%	-3%	-6%	-3%	50%	-1%	-12%	-1%
COc1ccc(CCC(=O)N2CCCC(Nc3ccc(C)c(C)c3)C2)cc1OC (configuration not stated)	0%	2%	-2%	0%	-29%	0%	2%	27%	-2%	0%	7%
CCC(C(=O)Nc1ccccc1C(=O)N1CCCC1)N1C(=O)c2ccccc2C1=O (configuration not stated)	5%	10%	2%	·	-3%	-2%	-6%	1%	6%	-6%	-1%
CCCNC(=O)C1CN(S(=O)(=O)c2ccc(C)cc2)c2ccccc2O1 (configuration not stated)	6%	2%	-1%	3%	-7%	-1%	-2%	4%	-3%	-3%	0%
COc1ccc2c(c1OC)C(=O)OC2c1c(O)nc(SC)n(-c2ccccc2)c1=O (configuration not stated)	?	-2%	0%	-1%	-1%	2%	-3%	14%	2%	7%	0%
CCN(CC)CCCNC(=O)c1cn(-c2cccc(OC)c2)c(=O)c2ccccc12	4%	-6%	0%	9%	6%	2%	-4%	14%	-1%	-2%	-6%
COc1ccc(OC)c(CC(NC(C)=O)C(=O)NC2CCN(S(=O)(=O)c3ccc(NC(C)=O)cc3)CC2)c1 (configuration not stated)	11%	5%	-1%	3%	-9%	-1%	-4%	-1%	0%	-4%	0%
CCOC(=O)C(NCc1ccco1)(NC(=O)c1ccc(OC)cc1)C(F)(F)F (configuration not stated)	-3%	4%	1%	6%	-5%	-2%	2%	8%	1%	-9%	-2%
Cc1cc(C)cc(Oc2ccccc2CO)c1	16%	-3%	3%	·	-15%[10 µM]	-8%	-9%	-16%	6%	·	-2%
CCC(C(=O)Nc1ccc(S(=O)(=O)Nc2ncccn2)cc1)c1ccccc1 (configuration not stated)	8%	-9%	1%	6%	-1%	-1%	0%	-4%	-1%	-14%	·
O=C(NC1CCCCC1)c1ccccc1NC(=S)NC(=O)C1CC1	7%	-18%	0%	-5%	0%	-4%	1%	-17%	5%	-17%	-13%
Nc1nc2nc(-c3ccc(OCc4ccccc4)cc3)cc(C(F)(F)F)n2n1	9%	5%	0%	2%	-19%	-4%	-2%	-8%	3%	6%	2%
Nc1c(C(=O)c2ccccc2)oc2ccccc12	53%[activator]	14%	?	-7%	9%	24%	?	27%	?	19%	?
C=CCNC(=O)c1oc2ccc(S(=O)(=O)N(CC)CC)cc2c1C	9%	-3%	0%	·	-12%	-8%	1%	7%	0%	2%	-14%
O=C(O)c1ccccc1NS(=O)(=O)c1cccc(-n2sc3ccccc3c2=O)c1	-3%	2%	-8%	-3%	?	0%	1%	11%	11µM*	-30%	18%
CCn1cc(-c2n[nH]c(=S)n2-c2ccc(C)cc2Br)c(=O)c2ccc(C)nc21	1%	·	3%	-14%	-7%	0%	-3%	?	4%	-2%	-5%
CCN(CC)C(=O)C1CCN(S(=O)(=O)c2ccc3c(c2)CCCN3C(=O)C2CCC2)CC1	3%	-5%	-4%	1%	-5%	-4%	1%	19%	0%	-25%	-4%
CCOC(=O)C1=C(CC)OC(N)=C(C#N)C1c1ccc(NC(C)=O)cc1 (configuration not stated)	1%	-1%	-3%	7%	-16%	-1%	1%	?	-7%	-9%	-2%
N#Cc1ccc(CN2CCN(C(=O)Cn3nc(C(N)=O)c4ccccc4c3=O)CC2)cc1	-3%	2%	-19%	-3%	-9%	-1%	1%	0%	-1%	-19%	2%

An excerpt; count on the stated rates, not on these rows.
